Compound activity from PubChem.
PAFAH1B2 inh – PAFAH1B2 (human) inhibition. recombinant PAFAH1B2, FP-rhodamine activity probe, fluorescence polarization. 340,000 compounds, 1.2% hits. P68402. inhibition, % at 3.39 µM;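 active = inhibition above the mean of all tested compounds plus 3 SD, cut at about 24% in these data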;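 also: 0% = enzyme with DMSO and 100% = wells lacking PAFAH1B2; many of its hits are not listed in these tables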
PAD4 inh – inhibitors of human PAD4; Q9UM07; recombinant PAD4, RCA probe fluorescence polarization; inhibition, % at 6.36 µM; 330,000 compounds, 0.41% hits; AID 485272;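 active = percent inhibition above a cutoff equal to the mean of all tested compounds plus 3 SD, cut at about 15% in these data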;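 also: 0% = PAD4 with RCA probe and DMSO and 100% = probe without PAD4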
Target sequence (Q9UM07 whole entry, looked up): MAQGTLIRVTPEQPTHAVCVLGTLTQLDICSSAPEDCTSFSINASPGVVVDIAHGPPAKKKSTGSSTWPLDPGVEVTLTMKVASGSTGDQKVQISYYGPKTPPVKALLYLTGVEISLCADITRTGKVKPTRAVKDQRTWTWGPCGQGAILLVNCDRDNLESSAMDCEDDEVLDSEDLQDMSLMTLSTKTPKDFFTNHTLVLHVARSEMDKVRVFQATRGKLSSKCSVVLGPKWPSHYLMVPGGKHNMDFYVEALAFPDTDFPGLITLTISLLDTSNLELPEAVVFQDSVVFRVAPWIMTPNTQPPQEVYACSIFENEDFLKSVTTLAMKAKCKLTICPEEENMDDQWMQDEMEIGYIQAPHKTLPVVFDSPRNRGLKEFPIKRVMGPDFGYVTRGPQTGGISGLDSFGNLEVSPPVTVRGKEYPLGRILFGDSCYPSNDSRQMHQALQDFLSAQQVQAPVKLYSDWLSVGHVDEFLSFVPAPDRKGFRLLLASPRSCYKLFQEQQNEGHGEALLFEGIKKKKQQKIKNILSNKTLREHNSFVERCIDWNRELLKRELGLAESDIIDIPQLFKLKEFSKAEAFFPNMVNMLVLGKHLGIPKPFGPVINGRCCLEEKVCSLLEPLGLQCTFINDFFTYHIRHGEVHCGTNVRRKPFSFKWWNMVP
PAFAH1B3 FP inh – blocks human PAF acetylhydrolase 1B catalytic subunit 3; recombinant PAFAH1B3, FP-rhodamine probe, fluorescence polarization; AID 492972; Q15102; inhibition, % at 3.39 µM; 340,000 compounds, 0.28% hits;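 active = inhibition above the screen-wide average of all tested compounds plus 3 SD, cut at about 25% in these data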;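 also: 0% = enzyme with DMSO only and 100% = wells lacking PAFAH1B3 protein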
GSTO1 inh – blocks human GSTO1 in RBBP9 counter-screen. recombinant GSTO1, activity-based probe fluorescence polarization. inhibition, % at 5.96 µM. 300,000 compounds, 1.1% hits. P78417;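 active = inhibition above the campaign mean inhibition plus 3 SD, cut at about 35% in these data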;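 also: 0% = GSTO1-1 with DMSO and 100% = wells lacking GSTO1-1 enzyme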
LYPLA1 inh – counter-screen for PME1 inhibitors: inhibitors of human LYPLA1; 320,000 compounds, 0.16% hits; AID 2174; recombinant LYPLA1, FP-Rh probe fluorescence polarization; inhibition, % at 5.9 µM; O75608;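 active = inhibition above the mean of all tested compounds plus 3 SD, set per campaign, cut at about 14% in these data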;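 also: inhibitors block serine hydrolase probe labeling of LYPLA1 so polarization falls; 0% = enzyme with DMSO and 100% = wells lacking LYPLA1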
PME-1 inh – PME-1 (human) inhibition. AID 2130. 320,000 compounds, 0.53% hits. inhibition, % at 5.9 µM. recombinant PME-1, FP-Rh probe fluorescence polarization. Q9Y570;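 active = inhibition above the campaign mean of all compounds plus 3 SD, cut at about 26% in these data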;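 also: competitive labeling of PME-1 active site by serine hydrolase directed probe; 0% = PME-1 with DMSO and 100% = wells lacking PME-1 enzyme; inhibitors block probe labeling so polarization falls and inhibition rises; many of its hits are not listed in these tables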
Fam108B counter – Fam108B inhibition, counter-screen for RBBP9 inhibitors. recombinant Fam108B, FP-Rh probe fluorescence polarization. AID 1947. inhibition, % at 9.51 µM. 300,000 compounds, 0.33% hits;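 active = inhibition above the screen mean inhibition plus 3 SD, computed separately per campaign, cut at about 18% in these data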;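 also: inhibitors lower polarization as less probe binds the enzyme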
PAFAH2 inh – PAFAH2 (human) inhibition; inhibition, % at 3.39 µM; 340,000 compounds, 0.99% hits; Q99487; AID 492956; recombinant PAFAH2, FP-rhodamine activity probe, fluorescence polarization;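 active = inhibition above the mean over all tested compounds plus 3 SD, cut at about 30% in these data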;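 also: inhibitors block probe labeling of enzyme so polarization drops; 0% = enzyme with DMSO and 100% = wells lacking PAFAH2 protein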
pPAFAH inh – inhibitors of human plasma PAF acetylhydrolase (pPAFAH); Q13093; recombinant pPAFAH, FP-rhodamine probe fluorescence polarization; 330,000 compounds, 1.5% hits; AID 463082; inhibition, % at 3.39 µM;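 active = inhibition above the mean inhibition across the screen plus 3 SD, cut at about 25% in these data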;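 also: inhibitors block binding of the rhodamine activity-based probe so polarization drops; 0% = enzyme with DMSO and 100% = wells lacking pPAFAH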
Target sequence (Q13093 whole entry, looked up): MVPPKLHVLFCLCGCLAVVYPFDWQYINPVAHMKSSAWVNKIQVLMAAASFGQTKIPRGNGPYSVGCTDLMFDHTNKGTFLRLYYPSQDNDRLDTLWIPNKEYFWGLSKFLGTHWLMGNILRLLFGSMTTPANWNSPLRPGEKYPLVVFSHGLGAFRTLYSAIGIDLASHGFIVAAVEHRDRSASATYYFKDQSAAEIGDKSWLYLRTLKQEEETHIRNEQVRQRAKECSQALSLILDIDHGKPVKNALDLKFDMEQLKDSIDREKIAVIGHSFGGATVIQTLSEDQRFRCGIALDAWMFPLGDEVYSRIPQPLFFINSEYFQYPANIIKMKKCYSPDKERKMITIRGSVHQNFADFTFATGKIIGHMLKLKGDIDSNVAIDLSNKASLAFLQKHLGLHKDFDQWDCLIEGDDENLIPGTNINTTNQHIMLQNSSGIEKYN
The depositor's hits bear a star; . = no result given; & = joins results of further samples.

SMILES | PAFAH1B2 inh | PAD4 inh | PAFAH1B3 FP inh | GSTO1 inh | LYPLA1 inh | PME-1 inh | Fam108B counter | PAFAH2 inh | pPAFAH inh
COc1cc(CNCCN(C)C)c(Br)cc1OC1CCCC1 | 7 | 4 | 7 | 13 | 1 | 8 | 0 | 0 | 4
O=C(CN(Cc1ccccc1)S(=O)(=O)c1ccccc1)NC1CC1 | 3 | -2 | 4 | 0 | -1 | 7 | -4 | -6 | 2
CCN(CC(=O)NCc1ccc(Cl)cc1)S(=O)(=O)c1ccc(F)cc1 | 20 | -1 | -1 | 9 | -3 | -8 | 4 | 1 | -4
COc1ccc(S(=O)(=O)N(CC(=O)NCCCN(C)C)c2ccc(C)cc2)cc1OC | 3 | 2 | 1 | 1 | -3 | -2 | 3 | 3 | 2
CCOC(=O)c1c(C)c(C(=O)NCc2ccc(OC)cc2)c(C)n1C | -3 | -2 | 5 | 1 | 1 | 0 | 0 | -8 | -3
CN(C(=O)CSC1=NCCS1)c1ccccc1 | 1 | 2 | 0 | -15 | 0 | -6 | -1 | -8 | 3
CCC1C/C(=C/c2cccs2)C(=O)/C(=C/c2cccs2)C1 (centres undefined) | -1 | -1 | 6 | -2 | -4 | -8 | -10 | 3 | 4
COc1ccc2oc(=O)c(C(=O)NC(C)c3ccccc3)cc2c1 (centres undefined) | 7 | -4 | 10 | 0 | 0 | 5 | -4 | 13 | 2
CC(C)C(NC(=O)c1ccccc1F)C(=O)OCC(=O)c1ccc(F)cc1 (centres undefined) | 4 | -1 | 2 | 6 | 0 | -3 | -5 | -1 | 10
O=C(Nc1ccc(Cl)c(Cl)c1)c1csc(-c2ccccc2)n1 | -3 | 0 | -14 | -8 | -21 | -12 | -17 | -14 | -3
O=C(Nc1ccccc1Sc1ccccc1)c1ccccc1 | 2 | 0 | 12 | 1 | -3 | -4 | 4 | -10 | 21
C=CCn1c(SCC(=O)Nc2ccc3c(c2)CCC3)nc2ccccc2c1=O | -6 | 8 | 2 | -3 | -7 | -6 | -5 | 6 | -10
COc1ccccc1NC(=S)NC(=O)Cc1ccccc1 | . | 2 | . | 0 | -4 | 7 | -1 | . | 1
NC(=O)C1CC=CCC1C(=O)OCC(Cl)=C(Cl)Cl (centres undefined) | 0 | 0 | -1 | 7 | -4 | -4 | 9 | 10 | 5
COc1ccccc1CN(Cc1cc2cc(C)cc(C)c2[nH]c1=O)Cc1nnnn1CC1CCCO1 (centres undefined) | 9 | -3 | 20 | -2 | -1 | 4 | 1 | 1 | -1
O=C(NCCc1ccccc1)C1CCC(=O)N(CCCN2CCCC2=O)C1 (centres undefined) | 4 | 0 | -3 | 1 | -2 | -8 | -3 | -7 | 2
CCS(=O)(=O)c1ccc2oc(Nc3cc(C)cc(C)c3)nc2c1 | 6 | 2 | 5 | -6 | -8 | 0 | 1 | 10 | 6
CCN(Cc1ccccc1)C(=O)c1ccc(N(C)S(=O)(=O)c2ccc(C)cc2)cc1 | 5 | 4 | 3 | -10 | 0 | 1 | 4 | -2 | 1
O=C(C1CCC1)N1CCCc2cc(S(=O)(=O)N3CCN(c4ccccc4)CC3)ccc21 | 1 | 4 | 10 | 1 | 1 | 4 | -1 | 2 | 4
CCCn1c(Oc2ccccc2)nc2c1c(=O)n(C)c(=O)n2C | 3 | -2 | 7 | -7 | -4 | -2 | -5 | -2 | 1
CCOCCOC(=O)C(C)Sc1n[nH]c(=O)[nH]c1=O (centres undefined) | 6 | -3 | 7 | 3 | 3 | 1 | -4 | -3 | 4
Cc1ccc(NC(=O)C(C)Sc2nnc3ccccn23)cc1 (centres undefined) | 9 | -1 | 14 | . | . | . | . | 4 | 2
CCn1nc(NC(=O)c2ccncc2)c2cc3ccc(C)cc3nc21 | 2 | -3 | 2 | -4 | -3 | -7 | -5 | -1 | 7
CC1(C)CC(=O)C2=C(C1)N(N1CCOCC1)C(N)=C(C#N)C2c1cccnc1 (centres undefined) | 4 | 0 | 5 | -1 | 0 | 6 | -3 | 3 | 1
COC(=O)c1ccc(NC(=S)Nc2ccc(O)cc2)cc1 | 8 | -4 | 7 | 5 | 1 | -6 | -1 | 7 | 10
CC(C(=O)N=Nc1c(O)n(C)c2ccc(Br)cc12)n1cnc2ccccc2c1=O (centres undefined) | . | -4 | . | 5 | -1 | 4 | 0 | . | 3
O=C(Nc1cccc(F)c1)C1CCN(c2nnnn2-c2ccccc2)CC1 | 0 | -2 | -5 | 3 | 1 | 1 | 0 | 2 | -3
Cc1ccc(C)c(Cn2c(=O)n(CCCC(=O)NCc3ccco3)c(=O)c3ccccc32)c1 | -1 | -3 | 8 | 2 | 3 | -4 | -10 | -7 | 1
COc1ccc(CCN2C(=O)C3CC=C(C)CC3C2=O)cc1OC (centres undefined) | 1 | 3 | 10 | 11 | 7 | 8 | -1 | -3 | -4
Cc1ccc(Cl)cc1NC(=O)C1CC(=O)N(C(C)C)C1 (centres undefined) | 3 | 3 | -6 | -1 | 9 | -2 | -3 | 2 | 7
COc1ccc(C#Cc2c(-c3ccsc3)oc3ccc(N4CCOCC4)cc23)cc1 | -4 | 1 | 14 | 9 | -3 | -1 | 6 | 2 | 3
CCN1CCN(CC(=O)n2c3c(c4ccccc42)CC(C)CC3)CC1 (centres undefined) | -1 | 0 | 1 | 9 | -2 | 0 | 3 | 1 | 9
CCn1cc(C(=O)N2CCCC(CO)(Cc3ccccc3C)C2)cn1 (centres undefined) | 2 | -3 | 4 | 2 | 0 | -1 | 1 | -3 | 5
CCc1cc(C(=O)OC)c(NC(=O)C2CC(=O)NN2Cc2ccccc2)s1 (centres undefined) | -5 | 2 | 6 | -2 | 2 | 1 | -1 | -2 | 12
Cn1c(C(=O)N2CCCCCC2)cc2c(=O)n(C)c3ccccc3c21 | 6 | 2 | 6 | 1 | 0 | -3 | 3 | 6 | 2
O=C(CSc1cccc[n+]1[O-])NN(c1ccccc1)c1ccccc1 | 4 | -1 | 7 | 8 | -5 | -6 | -1 | -2 | -4
C=CCCCCCCCCC(=O)Nc1c[nH]c(=O)[nH]c1=O | 7 | 4 | 3 | 4 | 1 | -3 | -1 | -6 | 7
COc1ccccc1COCC(O)CN1CCCCC1CO (centres undefined) | 4 | -4 | 6 | -6 | 0 | 1 | 5 | 2 | 3
OC(COc1cccc2ccccc12)CN1CCN(c2ccccc2Cl)CC1 (centres undefined) | 2 | 5 | -6 | 3 | -1 | -4 | -6 | 0 | 4
c1cc(CNC23CC4CC(CC(C4)C2)C3)ccn1 | 1 | -6 | 7 | -5 | 0 | -4 | 3 | 9 | 1

The final 3 entries of the part above come first, to join the parts:
SMILES | PAFAH1B2 inh | PAD4 inh | PAFAH1B3 FP inh | GSTO1 inh | LYPLA1 inh | PME-1 inh | Fam108B counter | PAFAH2 inh | pPAFAH inh
COc1ccccc1COCC(O)CN1CCCCC1CO (centres undefined) | 4 | -4 | 6 | -6 | 0 | 1 | 5 | 2 | 3
OC(COc1cccc2ccccc12)CN1CCN(c2ccccc2Cl)CC1 (centres undefined) | 2 | 5 | -6 | 3 | -1 | -4 | -6 | 0 | 4
c1cc(CNC23CC4CC(CC(C4)C2)C3)ccn1 | 1 | -6 | 7 | -5 | 0 | -4 | 3 | 9 | 1
Nc1ncccc1OCc1ccc(Cl)c(Cl)c1 | 6 | 4 | -6 | 9 | 2 | 2 | 2 | 8 | 1
CCOCCCn1c(=N)c(S(=O)(=O)c2ccccc2)cc2c(=O)n3cc(C)ccc3nc21 | -3 | 0 | -2 | 5 | 0 | 0 | 0 | -3 | 4
CCC(C(=O)NCCCN1CCOCC1)n1c2ccccc2c2nc(=O)cc(C)n21 (centres undefined) | 1 | 0 | 8 | 3 | 1 | 0 | -1 | 7 | 3
O=S(=O)(c1ccc2ccccc2c1)N1C=CC(C(F)(F)F)=NCC1 | 8 | 0 | 4 | 7 | 4 | 0 | 0 | -10 | 2
COc1ccc([N+](=O)[O-])cc1NC(=O)COC(=O)C=C(C)C | -7 | -2 | 4 | 7 | -2 | -4 | -2 | -32 | 2
CC(=O)N(c1ccc2oc(=O)sc2c1)S(=O)(=O)c1cccc2cccnc12 | 10 | 33* | 7 | 33 | 0 | 4 | 2 | 8 | 6
COC(=O)C1=C(C)NC(C)=C([N+](=O)[O-])C1c1ccccc1C(F)(F)F (centres undefined) | 4&-3 | -3&-5 | -7&13 | 3&1 | 1&-2 | 26&10 | -1&-4 | -4&5 | 3&-9
COC(=O)C(C#N)c1nc2ccccc2nc1N1CCN(Cc2ccc3c(c2)OCO3)CC1 (centres undefined) | . | 3 | . | 4 | 3 | 3 | 1 | . | -1
COC(=O)Nc1ccc(S(=O)(=O)N(C)CC(F)(F)C(F)F)cc1 | 1 | 3 | 6 | 0 | -1 | 3 | 2 | -6 | 7
COc1ccc(C(c2nnnn2Cc2ccc(F)cc2)N2CCN(c3ccccc3)CC2)cc1 (centres undefined) | 11 | 4 | 1 | -2 | -3 | -1 | 3 | -2 | 0
Cc1ccc(OCC(=O)NC(=S)Nc2cccc(NC(=O)c3ccccc3)c2)cc1 | -1 | -1 | 5 | 0 | 0 | -7 | 2 | -1 | 8
Cn1cc(C2N3CC4(C)CN2CC(C)(C3)C4=O)c2ccccc21 (centres undefined) | 2 | -6 | 6 | 23 | 0 | -1 | -5 | -1 | -1
COc1ccc(Nc2nc(N)nc(C(F)(F)F)n2)c(OC)c1 | -1 | 0 | 2 | 0 | -4 | 4 | 1 | -6 | -3
O=C(NCCc1nnc2ccccn12)c1cccs1 | -2 | 6 | 0 | -1 | 4 | -4 | 2 | 3 | 4
CCCCN(CCCC)CCC(O)c1cc2c(Cl)cc(Cl)cc2c2cc(C(F)(F)F)ccc12 (centres undefined) | 1 | 4 | 1 | 7 | 2 | -6 | 5 | 6 | 1
COc1cc2cc(CN(CCCO)S(=O)(=O)c3ccccc3)c(=O)[nH]c2cc1OC | 4 | -3 | 6 | -6 | -1 | -4 | 2 | 7 | 5
CCN(CC(=O)N(CC(C)C)c1c(N)n(CC(C)C)c(=O)[nH]c1=O)Cc1nc2ccccc2c(=O)[nH]1 | 1 | -3 | 4 | -4 | 0 | -1 | -2 | 1 | 7
Cc1ccccc1C(=O)c1cccn1CC(=O)N1CCCCCC1 | 5 | -2 | 6 | 11 | -2 | -2 | 1 | -5 | 3
CCN(CC(=O)Nc1c(F)cccc1F)C(=O)c1ccc(C)c(S(=O)(=O)N2CCCCC2)c1 | 0 | -3 | 8 | 2 | -1 | 7 | -1 | -2 | 2
CC(C)N=C(NC#N)SCc1ccccc1F | -1 | -3 | 6 | 4 | 0 | 0 | -2 | -2 | 3
O=[N+]([O-])c1ccc(NC2CCCC2)cc1 | 3 | -3 | 1 | 2 | -3 | -4 | 2 | -1 | 7
c1ccc(Cc2nc3ccccc3n2Cc2ccccc2)cc1 | 15 | -3 | 14 | 4 | 0 | 4 | -5 | 2 | 0
O=C(/C=C/c1ccc(OC(F)F)cc1)OCC(=O)N1CCC(c2ccccc2)=N1 | 5 | -1 | 8 | . | -3 | -15 | . | -1 | -2
O=C(O)CN(c1ccccn1)S(=O)(=O)c1ccccc1 | 3 | -2 | 3 | -7 | 0 | -3 | 1 | -4 | -8

Some of the compounds tested; rates above refer to the full screens.
